TrxR1 inh = blocks rat thioredoxin reductase 1; O89049; recombinant rTrxR1, NADPH fluorescence consumption, selenite substrate; Potency, µM (top dose mostly 114 µM), inactives show at the highest dose activity change, negative = inhibition, most hits filed as inhibitors; 390,000 tested, 1% active; also: potency is read from the fitted curve at half-maximal effect; % is scaled to controls: 0 for no effect and ±100 for the full control effect; nearly all actives have a fitted effect of over 65% in size
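Rat TrxR1 (90 nM in the dispensed reagent) was pre-reduced with 400 uM NADPH for 5 min at room temperature, then incubated with compound for 15 min. After 400 uM selenite was added, NADPH fluorescence (Ex 340/Em 450 nm) was followed for 8 min.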
USP1-UAF1 inh = inhibitors of human USP1/UAF1 deubiquitinase | 390,000 tested, 0.23% active | O94782 | recombinant USP1/UAF1, Ub-Rhodamine cleavage fluorescence | AID 743255 | Potency, µM (doses to about 57.1 µM), for inactives: top-dose activity change, negative = inhibition, most hits filed as inhibitors; also: potency is read from the fitted curve at half-maximal effect; % is scaled to controls: 0 for no effect and ±100 for the full control effect; nearly all actives have a fitted effect of over 60% in size; inactives centre near -12
Target sequence (O94782 whole entry, looked up): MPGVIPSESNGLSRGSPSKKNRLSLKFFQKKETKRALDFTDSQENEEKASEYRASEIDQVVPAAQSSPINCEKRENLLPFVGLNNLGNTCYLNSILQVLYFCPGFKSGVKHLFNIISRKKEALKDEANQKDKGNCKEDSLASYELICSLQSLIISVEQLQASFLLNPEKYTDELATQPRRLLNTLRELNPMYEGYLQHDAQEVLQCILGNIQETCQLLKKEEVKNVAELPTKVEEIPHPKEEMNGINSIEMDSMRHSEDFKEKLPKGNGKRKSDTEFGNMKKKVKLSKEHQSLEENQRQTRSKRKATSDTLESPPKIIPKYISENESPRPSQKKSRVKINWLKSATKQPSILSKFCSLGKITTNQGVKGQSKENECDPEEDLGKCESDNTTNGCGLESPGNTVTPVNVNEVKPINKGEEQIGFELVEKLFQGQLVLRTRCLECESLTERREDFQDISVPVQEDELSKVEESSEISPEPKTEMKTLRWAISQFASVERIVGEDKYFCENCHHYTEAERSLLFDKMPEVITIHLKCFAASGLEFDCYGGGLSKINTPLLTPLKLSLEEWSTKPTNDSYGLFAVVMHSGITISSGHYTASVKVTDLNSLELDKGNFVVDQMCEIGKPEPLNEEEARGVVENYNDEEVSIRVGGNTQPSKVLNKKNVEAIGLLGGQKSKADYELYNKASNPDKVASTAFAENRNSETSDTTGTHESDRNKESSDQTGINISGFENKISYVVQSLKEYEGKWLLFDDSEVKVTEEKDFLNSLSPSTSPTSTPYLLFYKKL
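High-throughput fluorogenic screen: 1nM USP1/UAF1 complex, Ub-Rho substrate 150nM final, 50mM HEPES pH 7.8 with 0.5mM EDTA, 0.1 mg/ml BSA, 1mM TCEP and 0.01% Tween-20.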
IDH1 R132H inh = blocks human mutant IDH1 R132H enzyme; AID 602179; O75874; 390,000 tested, 0.093% active; Potency, µM (top dose mostly 76.6 µM), without a hit: at the highest dose activity change, negative = inhibition, most hits filed as inhibitors; IDH1-R132H enzyme, NADPH consumption, diaphorase/resazurin fluorescence; also: potency is read from the fitted curve at half-maximal effect; % is scaled to controls: 0 for no effect and ±100 for the full control effect; nearly all actives have a fitted effect of over 65% in size
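IDH1-R132H (0.5 ug/mL dispensed) in pH 7.5 Tris buffer was preincubated 30 min with compound, then given a substrate mix of 0.016 mM NADPH and 2 mM alpha-KG for 80 min at room temperature; remaining NADPH was read by diaphorase/resazurin fluorescence.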
PI4K2A block = blocks human PI4K2A kinase activity; purified PI4K2A, ADP-Glo luminescence, 1 h; stronger effect = lower value; activity change, negative = inhibition, % at 76.9 µM; 420,000 tested, 0.13% active; AID 1346378; in the data active = activity change below about -50%; inconclusive = mostly about -30% to -49%;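 also: -100% = wells without enzyme as full effect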
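Compounds are screened against recombinant PI4K2A using PI as substrate and ATP, the latter dispensed at 300 microM. Reactions run one hour at ambient temperature before ADP-Glo detection; full inhibition defined by wells lacking enzyme.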
Tb PGK inh = inhibitors of T. brucei phosphoglycerate kinase. P07378. PGK/GAPDH coupled, Kinase-Glo luminescence, 60 min. Potency, µM (series often up to 57.5 µM), for the others: top-dose activity change, negative = inhibition, most hits filed as inhibitors. 380,000 tested, 0.043% active. AID 602233; also: potency is read from the fitted curve at half-maximal effect; % is scaled to controls: 0 for no effect and ±100 for the full control effect; nearly all actives have a fitted effect of over 60% in size
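Luminescent ATP detection (Kinase-Glo Plus) follows a 60-minute room-temperature incubation, with wells lacking PGK as controls. Buffer: 100 mM TEA (pH 7.6), 5 mM MgCl2, 0.01% Tween-20. Coupling enzyme GAPDH (100 nM final) supplies unstable 1,3-BPG in-well.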
TrxR1 substrate = rat thioredoxin reductase 1 substrate activity. O89049. purified TrxR1 substrate turnover, NADPH consumption readout. Potency, µM (highest dose often 114 µM), for the others: at the highest dose activity change, negative = substrate turnover. 390,000 tested, 0.01% active. AID 588456; also: potency is read from the fitted curve at half-maximal effect; % is scaled to controls: 0 for no effect and ±100 for the full control effect; nearly all actives have a fitted effect of over 50% in size
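Rat TrxR1, dispensed at 90 nM, was prereduced with 400 uM NADPH (final) for 5 min at ~22 deg C, then incubated with compound 15 min before 400 uM selenite. A first-read NADPH fluorescence drop versus no-compound background flagged substrates.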
HP1b chromo inh = HP1-beta chromodomain-methylated histone interaction inhibition; Potency, µM (top dose mostly 114 µM), without a hit: at the top dose activity change, negative = inhibition, actives largely listed as inhibitors; P83916; 390,000 tested, 0.56% active; AlphaScreen HP1-beta / biotin-H3K9me3 peptide binding; also: potency is read from the fitted curve at half-maximal effect; nearly all actives have a fitted effect of over 70% in size; inactives centre near 23
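AlphaScreen: HP1-beta (50 nM) preformed 30 min with biotin-H3(1-18)K9me3 peptide (50 nM) in PBS pH 7.4, 0.01% Tween-20. Compound added for 30 min at RT, then streptavidin donor/nickel chelate acceptor beads (10 ug/mL) for 30 min.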
Pin1 inh = human Pin1 inhibition | Q13526 | Pin1 FP peptide displacement, HiFluor488, 10 min | Potency, µM (highest dose often 115 µM), for the others: at the top dose activity, negative = inhibition, usual class: inhibitors | 390,000 tested, 0.009% active | AID 504891; active = well fitted inhibition curve with a large enough effect in the polarisation, with a control signal flat, not every such curve was filed as active; inconclusive = small, poorly fitted or top-dose-only effect, or effect the other way, or a change in a side signal; inactive = no such curve, though single readings can be large or run the other way; the % refers to the polarisation; also: potency is read from the fitted curve at half-maximal effect; % is scaled to controls: 0 for no effect and ±100 for the full control effect
Target sequence (Q13526 whole entry, looked up): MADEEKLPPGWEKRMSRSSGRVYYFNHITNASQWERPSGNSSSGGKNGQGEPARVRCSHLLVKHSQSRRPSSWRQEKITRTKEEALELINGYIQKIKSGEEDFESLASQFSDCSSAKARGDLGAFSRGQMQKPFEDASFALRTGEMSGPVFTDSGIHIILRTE
GLS inhibitor = blocks human kidney-isoform glutaminase activity. O94925. GLS enzymatic activity, qHTS titration. Potency, µM (titrated, usually from 45.5 µM), without a hit: top-dose activity change, negative = inhibition, actives largely listed as inhibitors. 410,000 tested, 0.21% active; also: potency is read from the fitted curve at half-maximal effect; % is scaled to controls: 0 for no effect and ±100 for the full control effect
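Compounds were pin-transferred onto hKGA, after which L-glutamine (1 mM solution) and a detection mix of glutamate oxidase, HRP and Amplex Red were added. Initial and 30 min RT fluorescence reads were collected.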
* = called active by the depositor; i = inactive; ? = inconclusive; . = not tested or not shown; & = joins results of further samples; [ ] = another dose, or the depositor's remark. Unless noted, calls follow the shape of the dose curve; as a rule, active = well fitted curve in the direction sought with a large enough effect; inconclusive = small, poorly fitted or top-dose-only effect, or another doubt; inactive = no such curve, though single readings can be large; an effect the other way counts as inactive or inconclusive.

no.	structure	TrxR1 inh	USP1-UAF1 inh	IDH1 R132H inh	PI4K2A block	Tb PGK inh	TrxR1 substrate	HP1b chromo inh	Pin1 inh	GLS inhibitor
1	Cc1ccc2[nH]c(=O)c3cc(C(=O)N(CCCOC(C)C)Cc4ccco4)sc3c2c1	1%&53%	-13%&-16%	-9%&2%	-2&0	10%	27%&47%	32%&14%	7%&18%	7%&2%
2	NC(=O)c1ccccc1OCC(=O)NS(=O)(=O)c1ccc(Cl)cc1	19%	-18%	-1%	-7	1%	-1%	27%	-4%	-1%
3	CCCCn1c(N)c(N(CCC(C)C)C(=O)CSc2nc3ccccc3s2)c(=O)[nH]c1=O	.	-15%	-5%	5	i	.	.	.	-9%
4	C=CCC1(CC=C)CCCN1C(=O)CC1C(=O)NCCN1Cc1cc(OC)cc(OC)c1 (centres undefined)	-29%	-17%	1%	-21	-3%	1%	48%[activator]	0%	-10%
5	COc1ccc(OCC(O)CN2CCN(Cc3ccc4c(c3)OCO4)CC2)cc1 (centres undefined)	2%	-2%	0%	-3	2%	2%	27%	1%	0%
6	Cc1ccc2nc(-c3ccc(NC(=S)NC(=O)C(C)C)cc3)sc2c1	43%[activator]	-17%	2%	-1	-6%[11.5 µM]	11%	25%	29%	-4%
7	Cc1cccc(N2C(=O)C(O)=C(C(=O)c3cccs3)C2c2ccccc2)n1 (centres undefined)	-3%	-22%	16%	3	i	-10%	47%[activator]	0%	68%[activator]
8	Cc1ccc(N2C(=O)c3[nH]nc(-c4ccc(Cl)cc4)c3C2c2ccc(F)cc2)cc1 (centres undefined)	36%	?	-20%	3	-1%	4%	21%	14%	5%
9	Cc1c(C=O)c2ccccc2n1CC(=O)N1CCc2ccccc2C1	-10%	-5%	1%	5	-7%	-6%	4%	-1%	-14%
10	Cc1ccccc1N1CCN(c2ncnc3c2cnn3Cc2ccc(Cl)cc2)CC1	21%	-16%	3%	3	8%	24%	43%[activator]	5%	5%
11	CCc1ccccc1NC(=S)N1N=CCC1c1ccccc1 (centres undefined)	14%[57.1 µM]	?	3%	-8	5%	4%[57.1 µM]	62%[activator]	-3%	-3%
12	CCc1nnc(NC(=O)c2nc(S(=O)(=O)Cc3ccccc3)ncc2Cl)s1	45µM*	-13%	3%	-27	-6%	1%	18%[57 µM]	-1%	-2%

Next part:
no.	structure	TrxR1 inh	USP1-UAF1 inh	IDH1 R132H inh	PI4K2A block	Tb PGK inh	TrxR1 substrate	HP1b chromo inh	Pin1 inh	GLS inhibitor
13	O=C(NC1(C(=O)O)CCCC1)C(Cl)Cl	-4%	-39%	-1%	-4	4%	-3%	30%[activator]	-1%	-4%
14	Nc1ccc(-c2nc3nc(N)nc(N)c3nc2-c2ccc(N)cc2)cc1	-5%	-16%	-1%	13	-5%	-11%	8%	3%	3%
15	O=C(COC(=O)CNC(=O)C1CCCCC1)Nc1ccc(Cl)cc1F	29%[57.1 µM]	-18%	7%	2	i	-9%[57.1 µM]	37%	-14%	-3%
16	O=C(NCc1ccco1)c1cc(=O)c2ccccc2o1	4%[57.1 µM]	-14%	8%	14	-1%	2%[57.1 µM]	19%	7%	2%
17	CCCN1CCN(CCCNC(=O)c2ccc(CS(=O)c3ccc(OC)cc3)o2)CC1 (centres undefined)	11%&-1%	?	-8%&-1%	-2&3	-1%&3%	-3%&-7%	32%&41%	7%&-1%	-8%&-2%
18	O=C(Nc1cccc2c1[nH]c1ccccc12)C(F)(F)F	-3%	-9%	5%	-3	2%	-8%	13%	11%	-5%
19	CSc1ncc(Cl)c(C(=O)Nc2c(C(=O)Nc3cccc(Cl)c3)oc3ccccc23)n1	15%	4%	5%	0	-2%	-6%	20%	-1%	4%
20	Cc1nc(SCC(=O)Nc2c(C)n(C)n(-c3ccccc3)c2=O)n[nH]1	21%[57.1 µM]	-12%	16%	2	4%	10%[57.1 µM]	14%	5%	13%
21	CCOC(=O)N1CCN(C(=O)CSc2nnc(-c3cc(OC)ccc3OC)o2)CC1	20%[57.1 µM]	-19%	8%	-5	i	-7%	-9%	-15%	?
22	COc1ccccc1C(=O)N1CCC(C(=O)c2ccc(F)cc2)CC1	16%	5%	4%	2	i	2%	22%	-2%	0%
23	O=C(N/N=C/c1ccc([N+](=O)[O-])cc1)C(=O)N1CCCC1	-9%	-20%	2%	-6	-3%	-12%	36%	-2%	-1%
24	CN(CC(=O)Nc1ccc(F)cc1)C(=O)c1cn(-c2ccccc2)nc1-c1cccs1	10%	-27%	15%	6	i	-4%	31%	5%	-14%

More compounds follow.
no.	structure	TrxR1 inh	USP1-UAF1 inh	IDH1 R132H inh	PI4K2A block	Tb PGK inh	TrxR1 substrate	HP1b chromo inh	Pin1 inh	GLS inhibitor
25	Cc1cccc(NC(=O)c2sc(-c3ccccc3)nc2-c2ccc([N+](=O)[O-])cc2)c1	31%	-17%	0%	-1	1%	4%	-2%	54%[activator]	-4%
26	COCc1cccc(C2=CC(=O)C[C@H](c3ccc(F)cc3)C2)c1	47%[activator]	-24%	13%	-3	-5%	14%	16%	1%	0%
27	CC(C)(C)c1ccc(OCC(=O)Nc2c(C(=O)c3ccc(F)cc3)oc3ccccc23)cc1	30%	-17%	0%	7	-5%	15%	55%[activator]	1%	-2%
28	COc1ccc(CO[C@@H]2O[C@H](CO)[C@@H](O)[C@H](O)[C@H]2NC(C)=O)cc1OC	-15%	-2%	-4%	2	1%	-10%	33%[activator]	1%	-12%
29	CN(C)S(=O)(=O)c1ccc(N2CCCC2)c(C(=O)N2CCN(S(=O)(=O)c3ccc(F)c(F)c3)CC2)c1	-4%	-11%	2%	1	-2%	-6%	14%	?	1%
30	CCOc1ccc(-c2nnc(SCC(=O)NCCc3ccc(OC)c(OC)c3)nc2-c2ccc(OCC)cc2)cc1	12%[57.1 µM]	5%	-13%	0	-12%	-1%[57.1 µM]	24%	17%	-2%
31	Cc1ccc(C)c(NC(=O)Cn2cc(C(=O)c3cccs3)c3ccccc32)c1	2%	8%	0%	-1	-5%	-5%	7%	7%	2%
32	CCOC(=O)c1cnc2ccc(F)cc2c1Nc1ccc2c(c1)OCCO2	-2%	1%	-5%	-4	2%	-9%	12%	1%	5%
33	CC1CCN(C(=O)CNC(=O)c2ccc(Cl)cc2Cl)CC1	-2%[57.1 µM]	-2%	-2%	6	3%	-10%	11%	2%	1%
34	Clc1ccc(-n2nnnc2-c2cnc(-c3ccncc3)nc2-c2cccs2)cc1	-3%	-23%	5%	2	-2%	1%	14%	-5%	-1%
35	Cc1ccc(NC(=O)N(Cc2cn(C)c3ccccc23)C2CCCCC2)cc1C	24%	-28%	8%	1	1%	5%	8%	-10%	12%
36	CC(=O)c1ccc(NC(=O)COC(=O)c2c3c(nc4ccccc24)/C(=C\c2cccs2)CCC3)cc1	-13%	4%	5%	-4	-6%	-9%	28%	50%[activator]	7%

Pulled one by one from above, six records:
no.	structure	TrxR1 inh	USP1-UAF1 inh	IDH1 R132H inh	PI4K2A block	Tb PGK inh	TrxR1 substrate	HP1b chromo inh	Pin1 inh	GLS inhibitor
28	COc1ccc(CO[C@@H]2O[C@H](CO)[C@@H](O)[C@H](O)[C@H]2NC(C)=O)cc1OC	-15%	-2%	-4%	2	1%	-10%	33%[activator]	1%	-12%
32	CCOC(=O)c1cnc2ccc(F)cc2c1Nc1ccc2c(c1)OCCO2	-2%	1%	-5%	-4	2%	-9%	12%	1%	5%
29	CN(C)S(=O)(=O)c1ccc(N2CCCC2)c(C(=O)N2CCN(S(=O)(=O)c3ccc(F)c(F)c3)CC2)c1	-4%	-11%	2%	1	-2%	-6%	14%	?	1%
34	Clc1ccc(-n2nnnc2-c2cnc(-c3ccncc3)nc2-c2cccs2)cc1	-3%	-23%	5%	2	-2%	1%	14%	-5%	-1%
25	Cc1cccc(NC(=O)c2sc(-c3ccccc3)nc2-c2ccc([N+](=O)[O-])cc2)c1	31%	-17%	0%	-1	1%	4%	-2%	54%[activator]	-4%
26	COCc1cccc(C2=CC(=O)C[C@H](c3ccc(F)cc3)C2)c1	47%[activator]	-24%	13%	-3	-5%	14%	16%	1%	0%

Screens (PubChem)

The list is partial; the hit share may differ from the screen's.
